rat mGlu8 modulation: rat mGlu8 modulation via Gqi9 calcium signal, confirmation, counter-screen for GIRK activator project, cell-based, HEK293 rmGlu8, Gqi9 chimera; AID 623869; calls only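 (single compound addition from 20 µM solution with 0.2% DMSO)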; actives 4% (n = 2,100); HEK293 rmGlu8/Gqi9 calcium flux, Fluo-4 fluorescence; glutamate at EC20 added after compound;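 active = calcium fluorescence trace judged by eye to show a response, as agonist, enhancer of the glutamate response, or inhibitor; inactive = trace judged by eye to show no response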
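system = HEK-293 cells stably expressing rat mGlu8, plus transient chimeric Gqi9 | measured by = Fluo-4 calcium fluorescence, 1 Hz | timing = compound pre-exposure 4 min, post-glutamate read 2 min | measure = F/F0 fluorescence traces judged visually for each well | medium = HEPES-buffered HBSS at pH 7.4 | doses = single compound addition from 20 µM solution, 0.2% DMSO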
Calls only; i = inactive; + = active, no number. This is a subset; rates above refer to the full screens.

Compound	rat mGlu8 modulation
CC(C)n1c(CCC(=O)O)ccc1-c1ccccc1	i
Cn1nc(C(F)(F)F)c2cc(NC(=O)OCc3ccc(F)cc3)sc21	i
CCC/C(=N/NC(=O)c1csc(C)c1C)c1ccc(Cl)s1	i
O=C(NC(=S)Nc1cc(C(F)(F)F)ccc1Cl)c1ccccc1	i
O=C(NC(=S)Nc1ccc(N2CCOCC2)c(Cl)c1)c1cncc(Br)c1	i
O=C(/C=C/c1ccccc1)NC(NC(=S)Nc1cc(Cl)ccc1Cl)C(Cl)(Cl)Cl (stereo not given)	i
CN(C(=S)NC(=O)CCCOc1ccc(Cl)cc1Cl)c1ccccc1	i
COc1ccccc1-c1ccc(NC2CCCC2)nn1	i
CCNC(=S)N/N=C1\C(=O)c2cccc3cccc1c23	i
O=c1c2c3c(sc2nc2n1CCCCC2)CCCCC3	i
O=c1[nH]c(NCCO)nc2c1C1(CCCCC1)Cc1ccccc1-2	i
CCc1nc(SCC(=O)Nc2nnc(CC)s2)c2c(C)c(C)sc2n1	i
O=C(NC(=S)N1CCCc2ccccc21)c1ccccc1	i
O=C(NC(=S)Nc1ccccc1N1CCCC1)c1ccccc1[N+](=O)[O-]	i
CC1(C)Cc2c(sc3[nH]c(=S)n(Cc4ccco4)c(=O)c23)CO1	i
O=C(NNC(=S)Nc1cccc2ccccc12)c1cccc(Br)c1	i
Cc1ccccc1-n1nnc2c(=O)oc3ccccc3c21	i
S=C(NCc1ccc(Cl)cc1Cl)Nc1ccccc1	i
Cc1cnc(NC(=O)COc2ccccc2Cl)s1	i
Cc1ccccc1CNS(=O)(=O)c1ccc2c(c1)OCCO2	i
CCOC(=O)C(C)Sc1nc2c(cnn2-c2ccc(C)cc2)c(=O)[nH]1 (stereo not given)	i
Cc1ccccc1C(=O)Nc1ccccc1C(=O)N/N=C\c1ccco1	i
COC(=O)C1=NN(c2ccccc2)C2C(=O)N(c3ccccc3OC)C(=O)C12 (stereo not given)	i
O=C(NC(=S)Nc1ccccc1)c1cc(-c2ccccc2)nc2ccccc12	i
CC1CCCCN1Cc1nc2c(c(=O)n(C)c(=O)n2C)n1CCc1ccccc1 (stereo not given)	i
Fc1cc(Br)ccc1NC(=S)NCCc1ccccc1	i
CCOC(=O)C1CCCN(c2ncnc3c2oc2ccccc23)C1 (stereo not given)	i
CC12CCC(C(=O)N(CSC(=S)N/N=C\c3ccccc3)C1=O)C2(C)C (stereo not given)	i
Cc1ccc(N2C=Nc3ccc(C)c4nc(C)cc2c34)cc1	i
Cc1ccc(C(=O)CC(=O)COc2ccc(Cl)cc2C)cc1	i
Nc1nc(Nc2ccccc2)nc(NCc2ccco2)c1[N+](=O)[O-]	i
COC(=O)c1sc(N2C(=O)C(O)=C(C(=O)c3ccc(C)o3)C2c2ccc(F)cc2)nc1C (stereo not given)	i
CC(=O)Nc1ccc(Oc2ncccn2)cc1	i
C/C(=N\NC(=O)c1ccc(Cl)cc1)c1ccc(Br)s1	i
CC(C)CNC(=S)NC(=O)c1ccccc1Cl	i
CCOC(=O)CC1=C(C(=O)OCC)C(c2cccs2)C(C#N)=C(N)O1 (stereo not given)	i
Cc1ccc(-c2nnn(CC(=O)N3CCCCC3)n2)c(-n2cnnn2)c1	i
N#C/C(=C\c1ccc(N2CCOCC2)o1)c1nc2ccccc2[nH]1	i
CCN(CC)CCN(CC)Cc1ccccc1Br	i
CCOC(=O)C1CCN(C(=O)CN(c2ccc(Cl)c(C(F)(F)F)c2)S(C)(=O)=O)CC1	i
COc1ccc(C(=O)NC(=S)N2CCC(C)CC2)cc1	i
COc1ccc2c(c1)C(C)=CC(C)(C)N2C(=O)CNCc1ccc2c(c1)OCO2	i
OC(CNCC1CCCO1)Cn1c2ccc(Br)cc2c2cc(Br)ccc21 (stereo not given)	i
CCOC(=O)N1CCC(n2c(=S)[nH]c3ccccc3c2=O)CC1	i
O=C(NNC(=O)c1cccnc1SCc1cccc([N+](=O)[O-])c1)c1cccnc1	i
Cc1ccccc1C(=O)NNC(=O)C(=O)Nc1cccc(Cl)c1C	i
O=C(Cc1csc(Nc2nc(=S)[nH]c3ccccc23)n1)NCc1ccccc1Cl	i
CN1CCN(S(=O)(=O)c2cccc(S(=O)(=O)c3cccc(S(=O)(=O)N4CCN(C)CC4)c3)c2)CC1	i
Cc1ccccc1C(=O)Nc1nc(=S)ss1	+
FC(F)(F)c1cccc(NC(=S)NCc2ccccc2)c1	i

Some of these compounds in order of length of the SMILES, smallest number first:
Compound	rat mGlu8 modulation
CC(=O)Nc1ccc(Oc2ncccn2)cc1	i
OC(CNCC1CCCO1)Cn1c2ccc(Br)cc2c2cc(Br)ccc21 (stereo not given)	i
COC(=O)c1sc(N2C(=O)C(O)=C(C(=O)c3ccc(C)o3)C2c2ccc(F)cc2)nc1C (stereo not given)	i

Next part.
Compound	rat mGlu8 modulation
CCN(CC)CCCNC(=O)c1cc(-c2ccc(Cl)c(Cl)c2)on1	i
COc1ccccc1C(c1nnnn1CCc1ccccc1)N1CCCCCC1 (stereo not given)	i
COC(=O)c1ccc(N2C(=O)CC(Sc3n[nH]c(C)n3)C2=O)cc1 (stereo not given)	i
CC1CC(=S)Nc2ccccc2N1Cc1ccccc1 (stereo not given)	i
CCCCCNC(=O)c1ccc2c(=O)[nH]c3c(C(=O)NCC4CCCO4)sc(=S)n3c2c1 (stereo not given)	i
O=c1c2c(nc3c(-c4ccccc4)c[nH]n13)CCCC2	i
O=C(/C=C/c1ccccc1)NC(NC(=S)Nc1cccc(Cl)c1)C(Cl)(Cl)Cl (stereo not given)	i
O=C1c2ccccc2C(=O)N1Nc1ccccc1	i
CCN1CCN(c2ccc(NC(=O)CCc3c(C)nc4c(-c5ccccc5)c(C)nn4c3C)cc2)CC1	i
c1cc2c(cc1C1=Nn3c(nnc3C3CCCCC3)SC1)OCO2	i
Cc1cc(C)cc(OCC(=O)N2N=C(C(F)(F)F)CC2(O)C(C)(C)C)c1 (stereo not given)	i
S=C(NCc1cccs1)Nc1cccc(Cl)c1	i
COc1ccc(C)cc1NC(=O)C(=O)NNC(=O)c1ccco1	i
Cc1oc(-c2ccccc2F)nc1CS(=O)(=O)CC(=O)NCCN(C)C1CCCCC1	i
O=C(CN1CCCCC1)Nc1cccc(Oc2ccccc2)c1	i
COC(=O)Nc1nnc(Cc2ccc(Cl)cc2)s1	i
CCOC(=O)C1=C(C)NC2=C(C(=O)C(C(=O)OCC)C(c3ccccc3OC)C2)C1c1ccccn1 (stereo not given)	i
CC(/C=N/n1c(C2CCCCC2)n[nH]c1=S)=C\c1ccccc1	i
O=C(Nc1ccccc1C(=O)N/N=C/c1ccco1)c1ccccc1	i
Cc1ccc(C(=O)NNC(=S)NC(=O)c2ccc(Cl)cc2)cc1	i
CCOc1ccc(OCCSc2nc3ccccc3[nH]2)cc1	i
Clc1ccc(OCCn2ccnc2)c(Cl)c1	i
CC1(C)NC(=O)NC2(C)NC(=O)NC(C)(C)C12 (stereo not given)	i
CCOC(=O)c1c(C)[nH]c(C(=O)COC(=O)CNC(=O)c2ccc(Cl)cc2)c1C	i
O=C(NC(=S)NCCc1ccccc1)c1ccco1	i
N#CCSc1nc2ccc(N3CCOCC3)cc2c(=O)n1CCc1ccccc1	i
CCCOC(=O)c1ccc(-c2c(C)noc2-c2ccc(OC)cc2O)o1	i
COC(=O)c1c(NS(=O)(=O)Cc2ccccc2)sc2c1CCCC2	i
O=[n+]1c2c(n([O-])c3cc(F)c(N4CCCC4)cc31)CCCC2	i
Cc1cc(C)c2nc(SC(C)C(=O)NCC(=O)Nc3ccc(F)c(F)c3F)cc(C)c2c1 (stereo not given)	i
Cc1ccc(C(=O)NNc2nc3ccccc3nc2C(F)(F)F)cc1	i
CCC1CCCCN1C(=O)c1cc2cc(Br)ccc2oc1=O (stereo not given)	i
CC(C)CCOP(=O)(c1ccc(N(C)C)cc1)C(O)c1ccccn1 (stereo not given)	i
Cc1ccc(-c2n[nH]c(=S)n2/N=C/c2cccs2)cc1	i
O=C(NC(=S)N1CCN(c2ccc(F)cc2)CC1)C12CC3CC(CC(C3)C1)C2	i
S=C(Nc1cccc(Br)c1)c1ccccc1	i
CC(=O)Nc1ccc(SCC(=O)c2cc(C)n(-c3ccccc3F)c2C)cc1	+
CCCCn1nnc(NC(=S)NC(=O)c2ccc(-c3cccc(Cl)c3Cl)o2)n1	i
Cc1ccsc1/C=N/NC(=O)c1sccc1C	i
Cc1cc2c(cc1C)NC(c1c(C)n(C)n(-c3ccccc3)c1=O)C1=C(CC(C)(C)CC1=O)N2 (stereo not given)	i
CCOc1ccccc1C(=O)N1c2ccccc2Sc2ccccc21	i
CCC(=O)n1nc(-c2cccnc2)nc1NCc1ccc(OC)cc1	i
C=CCn1c(=S)[nH]c2ccccc2c1=O	i
O=C(Nc1nnc(-c2ccccc2Cl)o1)c1ccc(S(=O)(=O)N2CCCCCC2)cc1	i
COC(=O)[C@H]1CCCN1C(=O)Nc1cccc(Oc2c(F)c(F)c(F)c(F)c2F)c1	i
COC(=O)Cn1c(CN2CCc3ccccc3C2)nc2c1c(=O)n(C)c(=O)n2C	i
COC(=O)CSc1nc2ncccc2[nH]1	i
Cn1cccc1CNC1CCCC1	i
CCOc1cc(C)nc(N2CCN(C3CCCCC3)CC2)n1	i
O=C(Nc1nnc(-c2cccs2)o1)c1cccc(C(F)(F)F)c1	i

Further structures follow.
Compound	rat mGlu8 modulation
Cc1ccc(NC(=S)c2nc3ccccc3[nH]2)cc1	i
NS(=O)(=O)c1ccc(NC(=O)C2COc3ccccc3O2)cc1 (stereo not given)	i
CN1CCN(CC(=O)N2c3ccccc3C(C)(c3ccccc3)CC2(C)C)CC1 (stereo not given)	i
CC(C)c1ccc(-c2noc(C3CCCN(S(C)(=O)=O)C3)n2)cc1 (stereo not given)	i
CC(C)(C)c1ccc(OCCON2C(=O)CCC2=O)c(Cl)c1	i
CCOC(=O)Cn1c(=O)oc2cc(S(=O)(=O)Nc3ccc(N(CC)CC)cc3C)ccc21	i
O=C(NCCCN1CCN(c2cccc(Cl)c2)CC1)c1cccc(N2CCCC2=O)c1	i
CC(C)CNC(=S)NNC(=O)c1csc2c1CCC(C)C2 (stereo not given)	i
S=C(NN=C(C1CC1)C1CC1)Nc1ccccc1	i
Cc1cccc(OCC(=O)Nc2ccccc2N2CCN(C(=O)C(C)C)CC2)c1C	i
Cc1cccc(NC(=O)CN(c2ccc(C(C)C)cc2)S(=O)(=O)c2c(C)nn(C)c2C)n1	i
Cc1cc(NC(=O)c2c(F)cccc2Cl)n(-c2nc3ccccc3[nH]2)n1	i
CN1CCN(CC(=O)N2c3ccccc3C(C)(c3ccc(Cl)cc3)CC2(C)C)CC1 (stereo not given)	i
Cc1ccc2c(Cl)cc(Cl)c(OCC(=O)NCc3ccco3)c2n1	i
Cc1nc(SC2CCOC2=O)c2c(C)c(C)sc2n1 (stereo not given)	i
O=C(NNC(=O)c1cc(-c2ccccc2)n(-c2ccccc2)n1)c1cccc([N+](=O)[O-])c1	i
O=C(NC(=S)NNC(=O)c1cccs1)c1ccc(Br)o1	+
CC1CC(C)CN(C(=S)Nc2ccc(SC(F)F)cc2)C1 (stereo not given)	i
O=c1c2ccccc2[nH]c(=S)n1C1CCCCC1	i
O=C1N=C(c2ccccc2)S/C1=C\c1cccs1	i
O=C(Nc1ccc(N2CCCCC2)c(Cl)c1)c1ncn[nH]1	i
S=c1[nH]nc(CSc2nc3ccccc3s2)n1C1CCCCC1	i
CCN(CC)c1cnn(C/C(=N\OC)c2ccc(Cl)cc2)c(=O)c1Br	i
COc1ccc(NC2=NC(=S)N(c3ccccc3C)C23CCCCC3)cc1	i
COc1ccccc1Nc1ccc(Nc2ccccc2OC)nn1	i
C=CCn1c(=O)c2c(C)c(C)sc2n2c(Nc3ccc(OC)cc3)nnc12	i
COc1ccccc1C(=O)NNC(=S)NC(=O)c1ccco1	i
COc1ccc(OC)c(C2C(C(=O)c3cccs3)=C(O)C(=O)N2c2cc(C)on2)c1 (stereo not given)	i
CC1=C(C(=O)Nc2cccnc2)C(c2ccc3c(c2)OCO3)C2=C(CCCC2=O)N1 (stereo not given)	i
O=C(NC(=S)Nc1ccccc1N1CCOCC1)c1ccco1	i
COC(=O)c1c(NC(=O)Cc2cccs2)sc(C(=O)NC2CCCCC2)c1C	i
CC(C)(C)C1CCC2(CC1)Nc1cccc3cccc(c13)N2	i
CC(/C=N/n1c(-c2ccco2)n[nH]c1=S)=C\c1ccccc1	i
Cc1ccc(S(=O)(=O)N/N=C/c2ccc(OC3CSC3)cc2)cc1	i
O=C(N/N=C\c1cc(Br)c(Br)o1)c1cncc(Br)c1	i
COC(=O)c1ccc(NC(=O)CSc2nnc(COc3ccccc3)n2C)cc1	i
Cc1cccc(NC(=S)NNC(=O)c2sccc2C)c1	i
CCOC(=O)C1CCN(C(=O)N(C)C)CC1	i

By substructure, the compounds so far containing a cyano group (3)
Compound	rat mGlu8 modulation
CCOC(=O)CC1=C(C(=O)OCC)C(c2cccs2)C(C#N)=C(N)O1 (stereo not given)	i
N#C/C(=C\c1ccc(N2CCOCC2)o1)c1nc2ccccc2[nH]1	i
N#CCSc1nc2ccc(N3CCOCC3)cc2c(=O)n1CCc1ccccc1	i

Screening results deposited in PubChem by Vanderbilt High Throughput Screening Facility.
